Tau fluor cs: counter-screen for tau fibril formation inhibitors. tau K18 P301L Alexa594 fluorescence, heparin fibrillization. 280,000 tested, 0.93% active. Potency, µM (titrated, usually from 57.7 µM), without a hit: at the highest dose activity change, negative = decrease. AID 1463; also: % is scaled to controls: 0 for no effect and ±100 for the full control effect; nearly all actives have a fitted effect of over 55% in size
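Human tau K18 P301L (15 uM unlabeled, 0.24 uM Alexa 594-labeled) in 100 mM sodium acetate pH 7 with 20 uM heparin, 6 hr at 37 C. ThT 30 uM added, 1 hr ambient; Alexa 594 FP and total fluorescence read at 555/632 nm.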
Tau FP inhib: inhibitors of human tau fibril formation; 280,000 tested, 0.39% active; Potency, µM (highest dose often 57.7 µM), for inactives: top-dose activity, negative = inhibition, actives largely listed as inhibitors; K18 P301L tau heparin fibrillization, Alexa594 FP, 6 h; AID 1468; also: % is scaled to controls: 0 for no effect and ±100 for the full control effect; nearly all actives have a fitted effect of over 55% in size
Target sequence (P10636 561-689 P618L limits assumed): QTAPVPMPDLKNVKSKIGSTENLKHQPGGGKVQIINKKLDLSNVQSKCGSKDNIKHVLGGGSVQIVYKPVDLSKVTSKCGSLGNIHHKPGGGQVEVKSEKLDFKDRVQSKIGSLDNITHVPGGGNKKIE
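Steps: dispense K18 P301L tau (15 uM plus 0.24 uM Alexa 594 tracer, final) in pH 7 sodium acetate; add compound; add heparin (20 uM final); incubate 6 hr, 37 C; add ThT (30 uM final); after 1 hr ambient, read FP.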
GLA spleen mod: inhibits or activates alpha-galactosidase in human spleen homogenate; human spleen homogenate, 4MU-alpha-Gal fluorescence, 40 min; Potency, µM (doses to about 80 µM), for inactives: at the top dose activity change, negative = inhibition, hits mostly inhibitors; 240,000 tested, 0.008% active; P06280;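 also: 0% = enzyme with vehicle and -100% = no enzyme basal signal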
Target sequence (P06280 32-429 limits assumed): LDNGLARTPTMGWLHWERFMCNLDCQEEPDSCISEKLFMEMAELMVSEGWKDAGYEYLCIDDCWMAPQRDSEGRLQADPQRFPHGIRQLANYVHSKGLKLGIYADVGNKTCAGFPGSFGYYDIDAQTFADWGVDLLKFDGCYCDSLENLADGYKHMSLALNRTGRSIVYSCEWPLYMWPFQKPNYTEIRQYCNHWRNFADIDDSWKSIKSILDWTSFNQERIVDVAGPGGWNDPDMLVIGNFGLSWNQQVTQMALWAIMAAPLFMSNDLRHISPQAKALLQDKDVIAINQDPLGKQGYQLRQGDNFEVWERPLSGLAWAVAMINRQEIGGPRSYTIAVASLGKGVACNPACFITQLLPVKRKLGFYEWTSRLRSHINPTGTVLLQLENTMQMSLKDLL
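Inhibition or activation of alpha-galactosidase in human spleen homogenate is scored by 4-MU fluorescence after 40 min at 37C, pH 5.0, with 1 mM substrate. AC50s come from concentration-response fitted to the Hill equation.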
GAA inh: inhibitors of human lysosomal alpha-glucosidase. P10253. purified human GAA, 4-MU-alpha-glucoside fluorescence. Potency, µM (top dose mostly 76.9 µM), for the others: at the highest dose activity change, negative = inhibition, most hits filed as inhibitors. 200,000 tested, 0.005% active;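 also: plate controls were uninhibited enzyme wells for no effect and no-enzyme background for full effect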
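Human enzyme at 4 nM with 400 uM 4-methylumbelliferyl-alpha-D-pyranoside, citrate/phosphate buffer pH 5.0, 0.005% Tween-20, 20 min at room temperature. Compounds up to 77 uM. 4-MU fluorescence (Ex 365/Em 440) read after NaOH/glycine stop; AC50 from Hill fit.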
aGlu spleen mod: inhibitors or activators of human alpha-glucosidase in spleen homogenate; P10253; 240,000 tested, 0.006% active; AID 2112; Potency, µM (top dose mostly 79.9 µM), for inactives: at the top dose activity change, negative = inhibition, most hits filed as inhibitors; human spleen homogenate, 4-MU-alpha-glucoside fluorescence;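 also: 0% = enzyme with vehicle and -100% = no enzyme basal signal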
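Human spleen homogenate (1 ug) incubated with compounds and 1 mM 4-methylumbelliferyl-alpha-D-glucopyranoside in pH 5.0 citrate/phosphate buffer, 37 C, 40 min. Stopped at pH 10; 4-MU fluorescence (Ex 365/Em 440 nm); AC50 by Hill fit.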
GAA glycogen mod: GAA glycogen-cleavage inhibition or activation. P10253. recombinant GAA, glycogen substrate, Amplex Red glucose oxidase fluorescence. Potency, µM (top dose mostly 76.4 µM), inactives show top-dose activity change, negative = inhibition, usual class: inhibitors. 300,000 tested, 0.38% active. AID 2100;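 also: 0% = full enzyme reaction and -100% = no-enzyme basal signal; the screen sought inhibitors and activators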
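Recombinant enzyme (4 nM final) with compounds titrated up to 77 uM and bovine liver glycogen (30 ug) in citrate pH 5.0, 0.01% Tween-20, 37 C 40 min. Released glucose detected by Amplex Red/glucose oxidase (Ex 573/Em 610); AC50 from Hill fits.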
HTT ATP protect: protects HTT-Q103 PC12 cells, measured by ATP. Potency, µM (top dose mostly 56.4 µM), for the others: cytoprotection (ATP increase), actives largely listed as activators. 230,000 tested, 0.14% active. PC12 HTT-Q103 induced, cytoprotection, ATP luminescence, 40 h. AID 1471;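 also: % of control where 0% means no effect; nearly all actives have a fitted effect of over 45% in size; toxic huntingtin expression switched on by the ecdysone agonist tebufenozide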
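Readout: ATPlite luminescence (ATP level). Model: stable PC12, inducible Htt exon1 Q103-GFP. Inducer: tebufenozide, 100 nM final. Compounds: dose series. No G418 in medium.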
Tau fibril ThT: blocks human tau fibril formation measured by thioflavin T | AID 1460 | 270,000 tested, 2.1% active | recombinant tau K18 P301L (four-repeat tau fragment), heparin-induced fibrillization, ThT fluorescence | Potency, µM (doses to about 57.4 µM), without a hit: at the highest dose activity, negative = inhibition, most hits filed as inhibitors | P10636; also: % is scaled to controls: 0 for no effect and ±100 for the full control effect; nearly all actives have a fitted effect of over 55% in size
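Tau K18 P301L fragment (15 uM unlabeled plus 0.24 uM Alexa 594-labeled) in 100 mM sodium acetate pH 7 with compound, fibrillization induced by 20 uM heparin for 6 hr at 37 C. Thioflavin T (30 uM) added, fluorescence read after 1 hr (ex 450, em 510 nm).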
* hit, by the source's call; u = inconclusive; x = not tested or not shown; [ ] = dose if it differs, or a comment. Calls follow the shape of the dose curve; as a rule, active = well fitted curve in the direction sought with a large enough effect; inconclusive = small, poorly fitted or top-dose-only effect, or another doubt; inactive = no such curve, though single readings can be large; an effect the other way counts as inactive or inconclusive. Potency is read from the fitted curve at half-maximal effect.

SMILES	Tau fluor cs	Tau FP inhib	GLA spleen mod	GAA inh	aGlu spleen mod	GAA glycogen mod	HTT ATP protect	Tau fibril ThT
Cc1cc(NC(=O)CSc2nnc(COc3cccc(C)c3C)n2C)no1	3%	4%	-8%	4%	-1%	-4%	-6%	-8%
O=C(N/N=C/c1cn(Cc2ccccc2)c2ccccc12)c1cccnc1	u	14%	-1%	-6%	10%	10%	13%[10 µM]	u
COc1ccc(Nc2nc(Cl)nc(Nc3ccc(OC)cc3)n2)cc1	-27%	-7%	-3%	5%	-3%	9%	3%	u
CCCOc1ccc(N2C(=O)CC(N3CCN(c4nc5ccccc5s4)CC3)C2=O)cc1 (stereo unspecified)	11%	3%	3%	u	6%	13%	9%[10 µM]	-10%
COc1ccc(CNc2ccc(-c3ccccc3OC)nn2)cc1	-7%	-1%	3%	4%	3%	-8%	-11%[10 µM]	-15%
CC1=NN(C(C#N)c2ccc(F)cc2)C(C)(C)C1 (stereo unspecified)	1%	1%	2%	-14%	-11%	-7%	-13%	2%
CCN(CC)CCNC(=O)c1ccc(-n2c(C)cc3c2CCCC3=O)cc1	-5%	2%	2%	7%	7%	1%	-8%	-5%
CN1CCN(C(=O)/C(=C\c2cccs2)NC(=O)c2cccs2)CC1	-2%	0%	3%	7%	-5%	-2%	1%[10 µM]	3%
Cc1ccc(CCNS(=O)(=O)c2ccc3c(c2)CC(C)N3C(=O)C2CCC2)cc1 (stereo unspecified)	-18%	0%	x	x	x	-12%[76.3 µM]	x	-6%
Cc1nc(SCC(=O)Nc2ccccc2C(F)(F)F)c(C#N)c(C)c1CC(=O)c1ccc(Br)cc1	-9%	-20%	0%	4%	-19%	2%	-25%	-2%
Cc1ccc(C(C)C)c(OCc2ccc(C(=O)Nc3ccc(S(N)(=O)=O)cc3C)o2)c1	-24%	-1%	x	x	x	-16%[76.3 µM]	x	u
CC12CN3CC(C)(CN(C1)C3c1ccc3c(c1)OCO3)C2 (stereo unspecified)	8%	4%	-6%	-2%	3%	9%	14%[10 µM]	0%
CC1CCN(S(=O)(=O)c2ccc(S(=O)(=O)NCC3COCCO3)cc2)CC1 (stereo unspecified)	-1%	-14%	11%	2%	9%	-12%	36%	5%
Cc1ccc(C(=O)Nc2cccc(C(=O)N3CCN(C)CC3)c2)cc1	3%	3%	5%	0%	7%	-8%	-36%	-8%
COc1ccc(CNC(=O)CSc2ncn[nH]2)cc1	-3%	-1%	-2%	-3%	-7%	0%	-12%[10 µM]	-8%
CCNC(=S)NNC(=O)c1cc(-c2cccc(C)c2)nc2ccccc12	-28%	u	3%	-4%	2%	-5%	-60%[inhibitor]	-10%
CCc1ccc(NC(=O)C(CC)Sc2nc3cc4c(cc3c(=O)n2Cc2ccco2)OCO4)cc1 (stereo unspecified)	-10%	5%	-22%	5%	-3%	6%	-3%[10 µM]	-7%
O=C(CSc1nc2ccccc2c(=O)n1-c1ccccc1)N1CCc2ccccc21	-1%	10%	-3%	-5%	-8%	2%	-26%[10 µM]	-3%
O=C(COC(=O)c1ccc(S(=O)(=O)N2CCCC2)cc1)Nc1cccnc1Cl	-5%	-2%	-5%	-3%	-7%	16%	21%[10 µM]	-7%
S=C1NC2(CCCC2)Nc2ccccc21	1%	4%	-3%	4%	0%	-2%	-37%[inhibitor]	-7%
COc1ccc(-c2csc3nc(-c4ccccc4F)oc(=O)c23)cc1	-27%	u	6%	0%[15.4 µM]	5%	1%	-17%[10 µM]	-22%
COc1ccc(CCNC(=O)COC(=O)c2ccc[nH]c2=O)cc1	1%	5%	-2%	-1%	3%	2%	1%	2%
COC(=O)NC1CCS(=O)(=O)C1 (stereo unspecified)	-4%	1%	-9%	0%	0%	4%	-6%[10 µM]	-6%
CCOC(=O)c1c(C)nn(-c2ccc(NC(=O)CSCC(=O)O)cc2)c1C	2%	-1%	9%	-13%	7%	8%	-1%[10 µM]	-13%
CCOc1cc(-c2nc3ccccn3c2NCC2CCCO2)ccc1O (stereo unspecified)	-12%	-5%	-9%	2%	-19%	25µM*	17%[10 µM]	u
Cc1ccc(SC(C)C(=O)Nc2ccccc2-c2ccccc2)cc1 (stereo unspecified)	-13%	-2%	-2%	-2%	-6%	-2%	-50%[inhibitor][10 µM]	-17%
Cc1ccccc1Cn1nnc2c(=O)[nH]c(C3CCCN(C(=O)c4ccc(C(C)(C)C)cc4)C3)nc21 (stereo unspecified)	-15%	1%	x	x	x	10%[76.3 µM]	x	-16%
Cc1c(Cc2ccccc2)c(=O)oc2c(O)c(O)ccc12	-29%	-5%	1%	-9%	3%	5µM*	-83%[inhibitor]	u
CS(=O)(=O)N1CCN(c2ccccc2F)CC1	-2%	0%	-2%	-1%	-2%	6%	3%	-6%
O=C(O)c1ccc2c(=O)n3cc(C(=O)c4ccccc4O)cc(Cl)c3nc2c1	0%	3%	3%	x	3%	4%	10%[10 µM]	u
C#CC(C)(CC)NC(=O)Cn1nnc(-c2ccc(OCc3ccccc3F)cc2)n1 (stereo unspecified)	-13%	-12%	x	x	x	7%[76.3 µM]	x	7%
COC(=O)c1ccccc1NC(=O)CNC(=O)c1ccc(OC)cc1	6%	-2%	2%	7%	-3%	10%	15%[10 µM]	0%
CC1C(C#N)=C(N)OC2=C1C(=O)CC(c1ccccc1)C2 (stereo unspecified)	-9%	-2%	7%	-5%	x	7%	-14%	-11%
COc1ccc(/C=C/C(=O)NCCSCc2ccco2)cc1OC	-10%	-8%	0%	-9%	-2%	-3%	-23%[10 µM]	u
Cc1ccc(/C=C/C(=O)Nc2ccncc2)o1	4%	-8%	-7%	4%	-6%	2%	27%[0.074 µM]	u
Cc1cccc(OCC(=O)N2CCC(N3CCOCC3)CC2)c1	4%	3%	19%	2%	-2%	4%	-14%	-4%
COCCCNCCOCCOc1ccc(C)cc1Br	-3%	-9%	2%	7%	-5%	3%	-39%[10 µM]	8%
CCN(CCO)c1ccc(-n2c(N)c(C(=O)OC)c3nc4ccccc4nc32)cc1	-20%	2%	-4%	1%	-22%	-2%	-29%[10 µM]	u
CCCCOc1ccc(C(=O)Nc2cc(-c3ccc(C)cc3)no2)cc1	-3%	-3%	x	x	x	15%[76.3 µM]	x	-10%
CCOc1ccc(NC(=O)C(C)O)c(NS(=O)(=O)c2ccc(CCNC(C)=O)cc2)c1 (stereo unspecified)	0%	-2%	11%	-7%	5%	-2%	1%	-18%

An excerpt of these results, with two lines to a compound:
The line under a structure holds: Tau fluor cs	Tau FP inhib	GLA spleen mod	GAA inh	aGlu spleen mod	GAA glycogen mod	HTT ATP protect	Tau fibril ThT
> CCOC(=O)c1c(C)nn(-c2ccc(NC(=O)CSCC(=O)O)cc2)c1C
→ 2%	-1%	9%	-13%	7%	8%	-1%[10 µM]	-13%
> CCOc1cc(-c2nc3ccccn3c2NCC2CCCO2)ccc1O (stereo unspecified)
→ -12%	-5%	-9%	2%	-19%	25µM*	17%[10 µM]	u
> Cc1ccc(SC(C)C(=O)Nc2ccccc2-c2ccccc2)cc1 (stereo unspecified)
→ -13%	-2%	-2%	-2%	-6%	-2%	-50%[inhibitor][10 µM]	-17%
> Cc1ccccc1Cn1nnc2c(=O)[nH]c(C3CCCN(C(=O)c4ccc(C(C)(C)C)cc4)C3)nc21 (stereo unspecified)
→ -15%	1%	x	x	x	10%[76.3 µM]	x	-16%
> Cc1c(Cc2ccccc2)c(=O)oc2c(O)c(O)ccc12
→ -29%	-5%	1%	-9%	3%	5µM*	-83%[inhibitor]	u

Next section.
SMILES	Tau fluor cs	Tau FP inhib	GLA spleen mod	GAA inh	aGlu spleen mod	GAA glycogen mod	HTT ATP protect	Tau fibril ThT
O=C(O)CCCC(=O)OCCCCc1cccs1	-2%	-6%	11%	-7%	6%	4%	-6%	-4%
O=C(CN1C(=O)/C(=C\c2ccccc2F)SC1=S)Nc1nc2ccccc2s1	u	u	-5%	-5%	1%	0%	45%[10 µM]	u
CC(=O)c1ccc(N2CCN(c3nc4c(S(=O)(=O)c5ccccc5)nnn4c4ccc(Cl)cc34)CC2)cc1	-8%	-4%	x	x	x	7%[76.3 µM]	x	5%
CCc1nn(CC(=O)N2CCN(c3ccc(OC)cc3)CC2)c(=O)c2cc3sccc3n12	5%	7%	x	x	x	-1%[76.3 µM]	x	-9%
COc1cccc(NC(=O)C(NCC(C)(C)CN(C)C)c2ccccc2)c1 (stereo unspecified)	-14%	0%	-3%	-10%	-2%	-1%	1%	-15%
CC(C)[C@@H](C(=O)OCC(=O)Nc1ccc2c(c1)OCO2)N1C(=O)c2ccccc2C1=O	u	6%	-2%	-8%	-4%	7%	-3%	-8%
O=[N+]([O-])c1cc(C(F)(F)F)cc([N+](=O)[O-])c1N1CCN(S(=O)(=O)c2ccccc2)CC1	-18%	-1%	-6%	-9%	-8%	-4%	30%[10 µM]	-11%
c1cc(C2OCCN2CC2COC3(CCCC3)O2)ccn1 (stereo unspecified)	2%	3%	-3%	5%	-3%	7%	-1%	0%
COc1cc(SC)ccc1C(=O)NC1CCCCC1	-15%	5%	15%	-3%	17%	-13%	-16%[10 µM]	-15%
Cc1csc(NC(=O)c2cc(-c3ccccc3)nc3ccccc23)n1	u	u	-13%	-4%	-5%	4%	8%[10 µM]	-4%
c1nc(N2CCNCC2)c2sc3nc(N4CCOCC4)c4c(c3c2n1)CCC4	-1%	5%	4%	-9%	-10%	-9%	-3%	-6%
COc1ccc(NC(=O)c2cc(S(=O)(=O)NCC3COc4ccccc4O3)ccc2F)cc1 (stereo unspecified)	u	2%	10%	-5%	1%	8%	11%[10 µM]	-8%
COc1ccccc1C(=O)N1CCC(N2CCN(c3ccccc3)CC2)CC1	-19%	-12%	8%	x	5%	-5%	29%[10 µM]	-15%
COc1cccc(C(=O)Nc2ccc(S(=O)(=O)Nc3nccc(C)n3)cc2)c1	-6%	-3%	5%	-2%	-8%	5%	20%[10 µM]	-6%
